Bioassay records deposited in PubChem by National Center for Advancing Translational Sciences (NCATS).
HT1080 IDH1KD tx: HT-1080 IDH1 knockdown cell toxicity (counter line) | HT-1080 IDH1 knockdown viability, ATP luminescence, 48 h | Potency, µM (highest dose often 46.1 µM), inactives show at the highest dose activity, negative = toxicity, actives largely listed as cytotoxic | 2% of 360,000 active | AID 686971;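 also: potency is read from the fitted curve at half-maximal effect; 0% = DMSO wells and -100% = cell-free medium wells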
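IDH1KD HT-1080 cells, 750/well, RPMI + 5% FBS; compound pinned after 2 h settling; 48 h, 37 °C; CellTiter-Glo luminescence; % activity normalised to DMSO and no-cell wells; curves fitted, classed by r2 and efficacy.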
S2 tox: viability counter-screen for ATXN expression inhibitors; S2 cells (HEK-293 line with an ATXN2-luciferase reporter) viability, CellTiter-Fluor protease fluorescence, 24 h; Potency, µM (highest dose often 56.7 µM), actives largely listed as cytotoxic; 0.49% of 400,000 active; also: potency is read from the fitted curve at half-maximal effect; nearly all actives have a fitted effect of over 40% in size
IL1B secr inh: inflammasome signaling inhibition, IL-1 beta readout. THP-1 LPS/ATP IL-1B secretion, AlphaLISA, 16 h; stronger effect = lower value. activity change, % at 57.5 µM. 4.7% of 360,000 active. AID 743279; in the data active = activity change below about -50%; inconclusive = mostly about -30% to -49%; also: % is scaled to controls: 0 for no effect and ±100 for the full control effect
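THP-1 cells pretreated 1 hr with compounds (up to 57.5 uM final), then stimulated with LPS (250 ng/mL final) plus ATP (1.25 mM final); secreted IL-1B measured by AlphaLISA after 16 hr, decreased signal indicating inhibition.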
SW480 rerep: inducers of DNA re-replication in SW480 colon cancer cells; 1.8% of 340,000 active; Potency, µM (highest dose often 46.1 µM), without a hit: top-dose re-replication activation, hits mostly activators; SW480 DNA re-replication, Hoechst DNA content imaging, 48 h; also: potency is read from the fitted curve at half-maximal effect; % of control where 0% means no effect; nearly all actives have a fitted effect of over 55% in size
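First, 250 cells per well were seeded. Next, compound or vehicle (23 nL) was pinned in, plates sat 48 hr at 37 C. Finally Hoechst was added for 40 min before fluorescence scanning.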
MCF10A rereplic: inducers of DNA re-replication in MCF 10A breast cells. MCF 10A DNA re-replication, Hoechst nuclear intensity, 48 h. Potency, µM (highest dose often 46.1 µM), for the others: at the top dose activity, positive = re-replication, most hits filed as activators. 2.9% of 350,000 active. AID 624296; also: potency is read from the fitted curve at half-maximal effect; % of control where 0% means no effect; nearly all actives have a fitted effect of over 50% in size
ATXN2 expr inh: ATXN2 expression inhibition; HEK-293 ATXN2-luciferase reporter, luminescence, 24 h; Potency, µM (titrated, usually from 57 µM), without a hit: top-dose activity change, negative = inhibition, most hits filed as inhibitors; 0.72% of 360,000 active; also: potency is read from the fitted curve at half-maximal effect; % is scaled to controls: 0 for no effect and ±100 for the full control effect; nearly all actives have a fitted effect of over 55% in size
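ATXN2-luciferase reporter cells (luciferase flanked by upstream and downstream ATXN2 gene portions) were treated 24 h at 37 °C with compounds at up to 57 uM. SteadyGlo luminescence gave expression; GF-AFC fluorescence gave viability.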
HepG2 viability: HepG2 cytotoxicity, counter-screen for TGF-b inhibitors; HepG2 CAGA-GFP viability, ATP luminescence, 18 h; 0.76% of 410,000 active; Potency, µM (series often up to 46.1 µM), inactives show at the top dose activity change, negative = cytotoxicity, usual class: cytotoxic; also: potency is read from the fitted curve at half-maximal effect; some results filed as inactive show a strong effect at the top dose
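HepG2 CAGA-GFP cells (1000/well, DMEM with 1% FBS) received compound, then TGF-beta at 500 pg/mL final, and were incubated 18 hours at 37 degrees C. Viability was read by CellTiter-Glo luminescence. Media-only wells were set as complete cell-killing and DMSO as no toxicity.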
HT1080-NT tox: kills 2HG-producing HT-1080-NT fibrosarcoma cells; HT-1080-NT fibrosarcoma viability, CellTiter-Glo ATP luminescence, 48 h; Potency, µM (doses to about 46.1 µM), without a hit: at the top dose activity, negative = less viability, usual class: cytotoxic; 1.6% of 360,000 active;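 also: NT is the 2HG producing partner of a matched IDH1 knockdown line; potency is read from the fitted curve at half-maximal effect; 0% = DMSO-treated cells and -100% = media-only wells without cells; nearly all actives have a fitted effect of over 55% in size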
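Toxicity toward the 2HG-producing NT line was scored as %Activity, normalised to DMSO and no-cell wells, from CellTiter-Glo luminescence after 48 hours' treatment.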
KB-3-1 cytotox: kills parental KB-3-1 adenocarcinoma cells. KB-3-1 viability, CellTiter-Glo ATP luminescence, 72 h. Potency, µM (highest dose often 46.1 µM), inactives show at the top dose activity change, negative = cytotoxic, most hits filed as cytotoxic. 1.4% of 400,000 active. AID 1347075; also: potency is read from the fitted curve at half-maximal effect; % is scaled to controls: 0 for no effect and ±100 for the full control effect; nearly all actives have a fitted effect of over 60% in size
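Parental KB-3-1 adenocarcinoma cells in phenol-red-free DMEM with 10% FBS were pin-treated with compounds at several concentrations, incubated 72 h at 37 °C, and viability read by CellTiter-Glo luminescence; concentration-effect curves were fitted after normalization.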
Starred values were filed as active, the others as inactive; i = inactive; ? = inconclusive; · = no result given; [ ] = dose if it differs, or a comment. Unless noted, calls follow the shape of the dose curve; as a rule, active = well fitted curve in the direction sought with a large enough effect; inconclusive = small, poorly fitted or top-dose-only effect, or another doubt; inactive = no such curve, though single readings can be large; an effect the other way counts as inactive or inconclusive.

Structure	HT1080 IDH1KD tx	S2 tox	IL1B secr inh	SW480 rerep	MCF10A rereplic	ATXN2 expr inh	HepG2 viability	HT1080-NT tox	KB-3-1 cytotox
COc1cccc(N2CC(C(=O)Nc3nnc(SCC(=O)Nc4ccc(NC(C)=O)cc4)s3)CC2=O)c1 (stereo unspecified)	13%	?	i	-2%	6%	-3%	4%	4%	3%
COc1ccc(/C=C/C(=O)OCC(=O)NCCC2=CCCCC2)cc1OC	-5%	i	10	-9%	-7%	-10%	-26%	-15%	1%
Nc1c(N(CCC2=CCCCC2)C(=O)CCCOc2ccccc2)c(=O)[nH]c(=O)n1Cc1ccccc1	-1%	?	-10	3%	16%	8%	3%	-10%	-5%
C/C(=C\c1ccccc1)C(=O)N1CCN(c2cccc(C(F)(F)F)c2)CC1	-9%	i	-65*	-3%	?	-7%	-31%	0%	-7%
Cn1c(CC(=O)Nc2ccccc2F)nnc1SCC(=O)Nc1ccccc1Br	9%	i	9	-5%	-3%	-2%	11µM*	-3%	1%
O=C(NNS(=O)(=O)c1ccc(Cl)cc1)c1cc(-c2ccccc2)n[nH]1	0%	i	-11	?	-11%	-7%	-19%	-8%	-20%
O=C(NCC(=O)N1CCCCC1)c1sc2ccccc2c1Cl	12%	i	?	-8%	6%	27%	-6%	7%	2%
Cc1cc([N+](=O)[O-])ccc1NC(=O)CSc1nnc(C)n1C	5%	i	-16	4%	-4%	3%	3%	-1%	14%
COC(=O)CCC(=O)Nc1ccc(NC(=O)CCC(=O)OC)cc1	13%	i	20	-2%	11%	0%	18%	11%	0%
COc1ccc(OC)c(NC(=O)c2cc(-c3cc(Cl)ccc3O)n[nH]2)c1	?	i	?	?	15µM*	?	-32%	-27%	?
O=C(Nc1ncn[nH]1)c1ccc(Cl)c(Cl)c1	2%	i	8	-7%	6%	0%	-14%	1%	0%
Oc1ccccc1CN1CCN(C(c2ccccc2)c2ccccc2)CC1	1%	i	38	2%	3%	·	-38%	-1%	0%
COc1cc(/C=C2/CCCC(C(=O)C(F)(F)F)=C2O)ccc1O	4%	i	-24	4%	7%	31%[activator]	-11%	-24%	-13%
COc1cccc(N2CCN(C(=O)c3ccc(Cl)c(NC4=NC5CS(=O)(=O)CC5S4)c3)CC2)c1 (stereo unspecified)	-1%	i	-15	-14%	3%	1%	-1%	1%	9%
O=C(Cc1ccccc1Cl)Nc1cccnc1	11%	i	19	-14%	14%	10%	4%	8%	16%
Cc1ccccc1N(CC(=O)NCc1ccccc1)C(=O)CCC(=O)Nc1nccs1	11%	i	-17	?	-3%	-4%	6%	-25%	10%
CC(=O)c1c(C)n(C)c2ccc(O)cc12	12%	i	-17	-6%	-9%	1%	-2%	12%	1%
CC1Cc2ccccc2N1CC(=O)N(C)c1c(N)n(Cc2ccccc2)c(=O)[nH]c1=O (stereo unspecified)	0%	i	0	11%	-2%	6%	4%	-6%	5%
Cc1nonc1NC(=O)OCCN1CCOC1=O	16%	i	-1	-3%	3%	4%	0%	-1%	2%
CC(CC(=O)N1CCN(C(=O)c2ccccc2)CC1)c1ccccc1 (stereo unspecified)	15%	i	8	-3%	-25%	-8%	-2%	17%	0%
NC(=O)C1CCN(C(=O)CSc2ccsc2[N+](=O)[O-])CC1	-4%	i	-18	-34%[inhibitor]	0%	·	1%	-3%	0%
CCOC(=O)c1c(NC(=S)NC(C)=O)sc(C)c1C	-1%	i	0	-4%	13%	1%	3%	0%	-3%
CCCNC(=O)N1CCCC(C(N)=O)C1 (stereo unspecified)	-4%	i	-2	10%	2%	-6%	1%	2%	7%
COCCNC(=O)c1c(NC(=O)c2cc(=O)c3cc(C)cc(C)c3o2)sc2c1CCCC2	·	i	·	·	·	1%	-1%	·	1%
CCOCCCNC(=O)c1cc(C)nn1-c1ccccc1	7%	i	27	-7%	7%	4%	0%	3%	-6%
C=CCN1C(=O)c2ccc(C(=O)N(CC)CC(=O)Nc3c(F)cccc3F)cc2C1=O	6%	i	9	-7%	4%	10%	0%	6%	-6%
CC(CNC(=O)c1ccccc1Cl)c1ccccc1 (stereo unspecified)	6%	i	?	-14%	18%	41%[activator]	-44%	8%	8%
CSCCC(NC(=O)c1ccccc1Br)C(=O)NCc1ccc(F)cc1 (stereo unspecified)	9%	i	-3	-8%	10%	2%	6%	5%	8%
CCCn1c(N)c(N2CCCCC2)c(=O)n(CC(=O)Nc2cccc(S(=O)(=O)N(C)C)c2)c1=O	4%	i	-2	-20%	-2%	7%	-3%	5%[9.24 µM]	9%
COc1ccc(C(=O)NC(C)c2ccccc2)cc1Br (stereo unspecified)	2%	i	-3	18%	-11%	-2%	-5%	-1%	-2%
O=C(Nc1c(C(=O)c2ccccc2)oc2ccccc12)c1cc(-c2ccccc2O)n[nH]1	18µM*	i	-11	?	?	-7%	-12%	?	?
COc1cc(CCC(=O)NCc2ccc3c(c2)OCO3)cc(OC)c1OC	8%	i	42	2%	6%	-9%	2%	7%	20%
Cc1cc(C)cc(NC(=O)N2CCN(Cc3ccc4c(c3)OCO4)CC2)c1	-4%	i	-4	-5%	7%	·	-25%	-6%	-2%
CCOC(=O)C(=O)c1c(C)cc2ccccn12	19%	i	-12	6%	-2%	3%	0%	19%	18%
COc1ccc(NC(=O)CSc2nnc(-c3ccc(F)cc3)o2)cn1	11%	i	-13	-2%	6%	17%	7%	19%	?
CC(C)(C)CC(C)(C)N=C1Nc2cc(Cl)c(Cl)cc2NC12C[C@H]1CCC(=O)N3CC[C@@H](C2)[C@@H]13 (stereo partly specified)	-6%	·	-64*	15%	?	?	13µM*	-16%	?
Clc1ccccc1-c1nnc2sc(-c3ccc4c(c3)OCO4)nn12	?	i	-13	6.5µM*	?	0%	-22%	?	21µM*
Cc1ccc(C(=O)Nc2nnc(C3CCCCC3)s2)o1	?	i	-19	-1%	-15%	25%	-22%	-7%	1%
OCCCn1c(C(CO)Nc2nc(-c3ccc(Cl)cc3)cs2)nc2ccccc21 (stereo unspecified)	-16%	i	?	-5%	12%	-30%	-29%	-13%	-8%
COCCOc1cc(-n2ccnc2SC)c(Cl)cc1Cl	-6%	i	17	-1%	4%	3%	-13%	1%	-19%
COC(C(=O)N/N=C(\C)c1ccc(O)cc1)c1ccccc1 (stereo unspecified)	6%	i	7	0%	2%	8%	-6%	-4%	7%
CC1CN(C(=O)c2ccccc2Oc2ccccc2)CC(C)O1 (stereo unspecified)	1%	i	12	9%	16%	·	-2%	-4%	21µM*
CCOc1ccc(NS(=O)(=O)c2ccc3[nH]c4c(c3c2)CCCCC4)cc1	·	?	·	·	·	?	-100%	·	?
CCNC(=O)CC1S/C(=N/N=C(\C)c2ccccc2)NC1=O (stereo unspecified)	2%	i	14	-9%	0%	·	-3%	7%	1%
COc1ccc(S(=O)(=O)N2CCN(Cc3ccccc3OC)CC2)cc1	5%	?	-8	·	·	·	-52%	1%	0%
COc1ccc(/C=C2\SC(N3CCc4ccccc4C3)=NC2=O)cc1OC	?	i	-29	69%	3.7µM*	-6%	-38%	?	?
CCOC(=O)C1=C(C)NC(C)=C(C(=O)OCC)C1C(=O)OCC(=O)NC(C)c1ccccc1 (stereo unspecified)	-8%	i	?	7.3µM*	?	-2%	-15%	0%	?
Cc1ccc(C(=O)n2cnnc2N)cc1	-3%	i	4	11%	-1%	1%	-24%	-8%	3%
COc1ccccc1C1=NOC(COC(=O)c2ccc3ccccc3n2)C1 (stereo unspecified)	0%	i	26	-4%	?	13%	2%	0%	9%
O=C(COC(=O)c1cc[n+]([O-])cc1)NCC12CC3CC(CC(C3)C1)C2	3%	i	5	0%	-2%	-8%	-19%	4%	21%

Some entries already given with just IL1B secr inh, HT1080 IDH1KD tx and MCF10A rereplic.
smiles | IL1B secr inh | HT1080 IDH1KD tx | MCF10A rereplic
COc1ccc(/C=C2\SC(N3CCc4ccccc4C3)=NC2=O)cc1OC | -29 | ? | 3.7µM*
COc1cc(CCC(=O)NCc2ccc3c(c2)OCO3)cc(OC)c1OC | 42 | 8% | 6%

7 compounds out of the list above, arranged by the value under IL1B secr inh, rising.
mol,IL1B secr inh
CC(C)(C)CC(C)(C)N=C1Nc2cc(Cl)c(Cl)cc2NC12C[C@H]1CCC(=O)N3CC[C@@H](C2)[C@@H]13 (stereo partly specified),-64*
COc1ccc(/C=C2\SC(N3CCc4ccccc4C3)=NC2=O)cc1OC,-29
O=C(Nc1c(C(=O)c2ccccc2)oc2ccccc12)c1cc(-c2ccccc2O)n[nH]1,-11
Cc1cc(C)cc(NC(=O)N2CCN(Cc3ccc4c(c3)OCO4)CC2)c1,-4
COC(C(=O)N/N=C(\C)c1ccc(O)cc1)c1ccccc1 (stereo unspecified),7
CCNC(=O)CC1S/C(=N/N=C(\C)c2ccccc2)NC1=O (stereo unspecified),14
COc1ccccc1C1=NOC(COC(=O)c2ccc3ccccc3n2)C1 (stereo unspecified),26

Rows are unselected, and some 8.9% of all compounds hit somewhere here.
